Assay outcomes from PubChem BioAssay.
PLC-gamma1 inh – inhibitors of human phospholipase C gamma1 | P19174 | purified PLC-gamma1, fluorogenic substrate, fluorescence | inhibition, % at 12.2 µM | actives 0.84% (n = 370,000); in the data active = inhibition above about 9.5%
PLC-beta3 inh – blocks human PLC-beta3 enzyme activity. Q01970. Purified PLC-beta3, fluorogenic substrate, fluorescence. actives 0.18% (n = 370,000). inhibition, % at 12.2 µM; in the data active = inhibition above about 11%;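 note: 0% = median of compound wells on plate and 100% = full blocker control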
ARFGAP1 inh – inhibits rat ARF GTPase activating protein 1. Arfgap1-stimulated ARF1 GTP hydrolysis, GDP FP detection. inhibition, % at 16.5 µM. actives 0.26% (n = 360,000);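 active = inhibition above a per-plate limit, mean inhibition of low control wells plus 3 SD, cut at about 25% in these data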;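 note: 0% = DMSO wells with enzyme and 100% = wells lacking Arfgap1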
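Replicates: Single well per compound | Assay system: Truncated rat Arfgap1 GAP domain | Control set: No-Arfgap1 wells (100%) versus DMSO full-reaction wells (0%) | Times: Enzyme reaction 120 min at 25 °C after 20 min preincubation | Reagent: Human ARF1(Δ1-17)-GTP substrate | Measured by: Tracer-displacement fluorescence polarization with EDTA stop, 620/688 nm | Measure: Percent inhibition of Arfgap1-stimulated GTP hydrolysis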
UHRF1 binding – blocks human UHRF1 binding to methylated DNA; UHRF1 binding to methylated oligo, TR-FRET; inhibition, % at 4.4 µM; actives 0.75% (n = 370,000); in the data active = inhibition above about 21%;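 note: UHRF1 SRA domain binding a hemimethylated CpG hairpin DNA probe; 0% = median of test compound wells and 100% = reference inhibitor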
Tn7 DDE FP – disrupts Tn7 cyclic peptide binding to fibrin D-Dimer-E complex. P02675. actives 0.13% (n = 370,000). inhibition, % at 8.3 µM. FP displacement of FITC-Tn7 peptide from fibrin DD(E); 0% = median of compound wells per plate;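 active = inhibition above the mean of compounds falling within the control limits plus 3 SD of them, cut at about 14% in these data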;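 note: 0% = plate median of compound wells and 100% = 10 µM Aha-Tn7 peptide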
Target sequence (P02675 whole entry, looked up): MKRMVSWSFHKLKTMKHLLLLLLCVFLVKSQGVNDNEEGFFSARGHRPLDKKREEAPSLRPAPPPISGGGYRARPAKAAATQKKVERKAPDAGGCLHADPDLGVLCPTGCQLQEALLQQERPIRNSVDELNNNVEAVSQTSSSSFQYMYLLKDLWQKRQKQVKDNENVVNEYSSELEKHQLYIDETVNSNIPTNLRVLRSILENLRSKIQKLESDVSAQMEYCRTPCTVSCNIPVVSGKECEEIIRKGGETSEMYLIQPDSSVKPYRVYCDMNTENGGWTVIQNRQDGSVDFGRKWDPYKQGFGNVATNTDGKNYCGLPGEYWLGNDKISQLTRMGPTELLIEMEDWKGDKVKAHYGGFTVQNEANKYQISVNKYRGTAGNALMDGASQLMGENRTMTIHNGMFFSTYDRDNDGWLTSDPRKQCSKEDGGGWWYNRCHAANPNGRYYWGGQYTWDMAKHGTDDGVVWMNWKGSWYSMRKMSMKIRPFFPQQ
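system = human fibrin DD(E) protein | quantity = DD(E) 2 µM final | medium = Tris/NaCl/CaCl2 buffer, pH 7.8 | also added = labelled Tn7 tracer, 0.1 µM | compound dosing = single point at 8.3 µM | timing = compound with protein 10 min, then 3 h after probe, room temperature | signal = FP measurement | benchmarks = Aha-Tn7 high control | repeats = one replicate per compound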
ADAM17 inh – inhibits human ADAM17; P78536; recombinant ADAM17, EDANS/DABCYL FRET peptide cleavage; inhibition, % at 6.95 µM; actives 0.83% (n = 370,000);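 active = inhibition above the mean of compounds lying between control limits plus 3 SD, set per campaign, cut at about 8.5% in these data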;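 note: 0% = DMSO-only wells as the low control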
Tn6 DDE FP – disrupts Tn6 cyclic peptide binding to fibrin D-Dimer-E complex | P02675 | Fibrin DD(E) TRITC-Tn6 fluorescence polarization displacement | inhibition, % at 8.3 µM | actives 0.21% (n = 370,000) | AID 720509;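 active = inhibition above a per-campaign cutoff: mean of compounds within control limits plus 3 SD, cut at about 15% in these data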;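 note: 0% = median of all compound wells on the plate and 100% = blocking peptide control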
MBD2 DNA inh – blocks human MBD2 binding to methylated DNA. Q9UBB5. TR-FRET, MBD2 binding to methylated oligonucleotide. inhibition, % at 4.4 µM. actives 0.31% (n = 370,000). AID 686964; in the data active = inhibition above about 13%
Target sequence (Q9UBB5 whole entry, looked up): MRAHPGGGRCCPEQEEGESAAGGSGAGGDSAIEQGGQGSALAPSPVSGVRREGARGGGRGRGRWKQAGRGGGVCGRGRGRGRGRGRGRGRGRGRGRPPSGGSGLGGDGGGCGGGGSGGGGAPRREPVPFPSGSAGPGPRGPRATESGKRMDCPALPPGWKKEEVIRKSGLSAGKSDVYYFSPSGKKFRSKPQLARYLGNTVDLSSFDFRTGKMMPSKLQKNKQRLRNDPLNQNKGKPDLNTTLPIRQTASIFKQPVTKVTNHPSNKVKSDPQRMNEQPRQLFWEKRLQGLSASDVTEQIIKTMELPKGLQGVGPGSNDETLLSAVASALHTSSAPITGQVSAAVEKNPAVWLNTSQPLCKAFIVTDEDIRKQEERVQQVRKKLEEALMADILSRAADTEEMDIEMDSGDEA
KLK7 zymogen act – proKLK7 (human) activation, primary screen | AID 652039 | purified proKLK7, EDANS-DABCYL substrate fluorescence; 100% is mature enzyme control, 0% vehicle | P49862 | actives 0.9% (n = 370,000) | activation, % at 7 µM;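 active = activation above the mean of all tested compounds plus 3 SD, computed per campaign excluding outliers beyond control limits, cut at about 13% in these data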
ASAP1 GAP inh – blocks human ASAP1-stimulated Arf1 GTP hydrolysis. Q9ULH1. GDP FP detection. inhibition, % at 16.5 µM. actives 0.19% (n = 360,000); in the data active = inhibition above about 25%;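 note: 0% = vehicle with enzyme and substrate and 100% = no enzyme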
Starred values were filed as active, the others as inactive; i = inactive; / = not tested or not shown.

cpd	PLC-gamma1 inh	PLC-beta3 inh	ARFGAP1 inh	UHRF1 binding	compound	Tn7 DDE FP	ADAM17 inh	Tn6 DDE FP	MBD2 DNA inh	KLK7 zymogen act	ASAP1 GAP inh
1	5.7	0.7	2.9	3.4	Cc1ccc(/C=N/N2CCN(c3ccccn3)CC2)cc1	-8.4	1.3	-4.1	0.3	0.2	9.1
2	-438.3	i	9.6	1.8	Nc1c(C(=O)Nc2cccc(C(=O)O)c2)sc2nc3c(cc12)CCCC3	-1.8	-14.3	8.2	-7.8	-0.7	-2.3
3	-0.2	1.4	/	12.8	CCCCNS(=O)(=O)/C=C/c1ccccc1CNC(=O)OC(C)(C)C	-5.4	-1.0	9.6	-6.3	0.6	/
4	-0.8	0.5	-3.1	-1.8	CCCCN(C)Cc1c(C)[nH]c2c(Cl)cccc2c1=O	5.7	-5.0	0.5	-2.5	0.0	7.2
5	-3.5	-3.6	-3.9	-2.4	Cc1ccc(S(=O)(=O)Nc2c(C(=O)O)[nH]c3ccccc23)cc1C	-1.8	-2.5	2.7	0.0	0.5	5.5
6	-23.7	-22.4	7.6	-0.5	O=C(O)c1cc(NS(=O)(=O)c2ccc3ccccc3c2)ccc1O	-4.9	-0.1	2.5	-2.1	0.5	4.5
7	-2.2	-7.3	9.7	1.2	O=C(Cn1nc2n(c1=O)-c1ccccc1SC2)N/N=C/c1cccs1	6.7	-1.2	-4.1	-1.0	0.2	4.5
8	1.7	-2.4	-11.3	-2.4	Cc1ccc(OCCCCN2CCCC(C)C2)c([N+](=O)[O-])c1 (stereo unspecified)	-0.2	-0.8	5.8	-0.5	-0.8	-16.3
9	0.3	1.5	-2.2	-0.5	COc1ccc(NC(=O)c2cc(C3CCCCN3S(=O)(=O)c3cccs3)on2)c(C)c1 (stereo unspecified)	3.4	3.1	3.6	-2.7	0.5	-6.1
10	-2.4	0.9	-1.9	-0.3	COC(=O)c1sccc1NC(=O)CSc1ccccc1N	5.5	-2.6	0.4	-0.2	-0.1	-4.3
11	0.3	-0.2	/	4.2	CC(=O)c1cc(-c2cccc(Cl)c2O)c(=O)n2c1CCC2	5.1	-7.4	5.1	1.8	-0.4	/
12	-0.5	-2.3	4.8	0.1	CC(C(=O)NCC(=O)Nc1ccc(F)c(F)c1F)N1CCN(Cc2ccc(C#N)cc2)CC1 (stereo unspecified)	-7.7	-1.5	3.7	0.2	0.0	-3.4
13	-1.2	1.8	-6.6	-0.1	Cc1cc(S(=O)(=O)N(Cc2cccs2)Cc2ccccc2F)ccc1-n1cnnn1	7.1	7.6	3.0	-2.9	0.4	-3.9
14	3.0	0.8	10.0	2.9	OC[C@@H]1CN(Cc2ccc(Cl)cc2)C[C@H](n2cnc3c(N4CCOCC4)ncnc32)O1	-0.9	0.9	-6.6	-3.5	0.0	8.2
15	-1.3	-4.3	-0.6	8.0	CCOC(=O)C1(Cc2ccccc2)CCCN(C(=O)c2cn[nH]c2)C1 (stereo unspecified)	-3.9	-2.2	1.1	7.5	0.1	-5.0

Looked up one by one from the entries so far:
cpd	PLC-gamma1 inh	PLC-beta3 inh	ARFGAP1 inh	UHRF1 binding	compound	Tn7 DDE FP	ADAM17 inh	Tn6 DDE FP	MBD2 DNA inh	KLK7 zymogen act	ASAP1 GAP inh
5	-3.5	-3.6	-3.9	-2.4	Cc1ccc(S(=O)(=O)Nc2c(C(=O)O)[nH]c3ccccc23)cc1C	-1.8	-2.5	2.7	0.0	0.5	5.5
13	-1.2	1.8	-6.6	-0.1	Cc1cc(S(=O)(=O)N(Cc2cccs2)Cc2ccccc2F)ccc1-n1cnnn1	7.1	7.6	3.0	-2.9	0.4	-3.9
10	-2.4	0.9	-1.9	-0.3	COC(=O)c1sccc1NC(=O)CSc1ccccc1N	5.5	-2.6	0.4	-0.2	-0.1	-4.3

Next section:
cpd	PLC-gamma1 inh	PLC-beta3 inh	ARFGAP1 inh	UHRF1 binding	compound	Tn7 DDE FP	ADAM17 inh	Tn6 DDE FP	MBD2 DNA inh	KLK7 zymogen act	ASAP1 GAP inh
16	-0.6	-6.2	22.0	0.3	CCN(CC(=O)Nc1ccc2c(c1)OCCO2)C(=O)c1ccc(S(=O)(=O)N(C)C)cc1	2.1	-2.2	-4.1	1.4	-0.2	-16.1
17	-2.5	-0.7	-0.9	1.7	CC(C)=CCC/C(C)=C/CNC(=O)CC1C[C@H](C(=O)N2CCCCC2)[C@@]2(C)c3[nH]c4ccccc4c3CCN2C1=O (stereo partly specified)	3.6	-4.5	4.4	5.1	0.1	-3.2
18	-3.0	-17.5	9.7	-3.2	COc1cc2ccccc2cc1C(=O)N1CCOCC1	-3.3	-6.7	-6.1	-3.4	-0.1	0.9
19	-50.6	-56.0	9.8	1.6	COc1ccccc1NC(=O)CC1Nc2ccccc2NC1=O (stereo unspecified)	0.1	-29.0	-0.2	5.4	-3.7	19.7
20	1.0	-4.2	-16.6	5.4	CCN(CC(=O)NCCN1CCOCC1)S(=O)(=O)c1ccc(F)cc1	2.8	-2.8	4.7	3.5	-0.1	12.4
21	0.2	3.5	0.6	-1.9	CN1CCN(C(=O)N2CCNC2=O)CC1	-0.8	0.1	2.8	-3.4	0.2	-8.6
22	-273.2	-328.7	-12.0	-2.8	COC(=O)C1=CN(Cc2ccc(OC)cc2)C=C(C(=O)OC)C1c1cccs1	-0.9	-372.1	1.4	-3.5	-32.6	2.5
23	-24.7	-40.7	12.9	1.3	CCOc1ccccc1NC(=O)CSc1nc2cc(O)ccc2c(=O)n1-c1ccc(OC)c(OC)c1	3.9	-6.8	-12.3	-0.5	-3.6	5.8
24	7.6	-11.7	-10.7	5.0	CCN(CC(=O)Nc1cc(Cl)ccc1C)C(=O)CC1CCCC1	-6.8	-6.4	-4.4	8.1	-0.2	7.4
25	-0.5	4.3	6.2	14.5	Cc1ccc2nc(C3CCCCC3)c(CC(C)(C)C)n2c1	-4.1	0.0	-4.0	2.7	0.8	4.6
26	-1.4	-4.5	6.0	-1.1	CCCC(C(=O)NC1CCCC1)N(CC1CCCO1)C(=O)CNS(=O)(=O)c1ccccc1 (stereo unspecified)	1.1	-4.9	-0.7	0.9	-0.5	-1.3
27	-1.1	-8.5	-7.4	-2.6	CC1CCCN(S(=O)(=O)c2ccc(C(=O)Nc3nnc(-c4ccco4)o3)cc2)C1 (stereo unspecified)	6.9	6.5	-0.5	-7.8	0.3	-0.9
28	-99.4	-121.3	-0.7	-3.0	N#C/C(=C/c1ccc(-c2ccc(S(N)(=O)=O)cc2)o1)c1nc2ccccc2s1	0.0	6.3	-4.1	-6.1	-1.4	14.0
29	4.4	-2.0	-2.1	-0.1	COc1nc(N(CC(N)=O)S(=O)(=O)c2ccccc2)nc(C)c1Cl	-0.2	1.2	-0.3	-0.3	-0.7	8.1
30	2.5	-5.9	5.0	0.3	CCCCn1c(N)c(N(C(=O)CSc2nnnn2-c2ccccc2)C2CCCC2)c(=O)[nH]c1=O	0.1	-5.8	-1.4	0.6	0.2	0.3
31	-4.9	-8.3	1.1	-0.8	Cc1cccc(CNc2ncnc3[nH]ncc23)c1	3.2	-4.3	2.3	-0.8	-0.2	-2.5
32	-5.5	-14.3	7.5	-0.4	O=C(CN1CCOCC1)NNc1nc(-c2ccccc2)c2cc(Br)ccc2n1	-5.0	-6.5	-7.6	-0.9	0.7	1.5
33	-1.8	-4.4	3.2	1.0	O=C(CN(C(=O)CNS(=O)(=O)c1ccc(F)cc1)C1CCCC1)NCc1ccco1	-4.6	-1.9	2.8	-0.9	0.4	5.1
34	6.5	3.8	-5.2	-2.2	O=C1CCCC(O)=C1N=Nc1ccc(S(=O)(=O)N2CCOCC2)cc1	-4.2	2.0	-0.7	-5.8	-0.2	3.9
35	-0.7	-6.2	4.7	17.0	CCOc1ncccc1C(=O)N(CC)CC(=O)NCc1ccc(Cl)cc1	-2.1	-1.2	0.8	5.5	0.1	2.4
36	-1.0	-5.2	12.1	0.7	O=C(NCC1CCCO1)c1cccc(NC(=O)c2cccs2)c1 (stereo unspecified)	7.8	-5.7	8.3	-3.5	0.3	1.6
37	-5.2	-4.1	4.6	23.7*	C[C@@H]1CN([C@@H](C)CO)S(=O)(=O)c2ccc(C#CC3CCCCC3)cc2O[C@@H]1CN(C)Cc1cccnc1	-3.0	2.7	4.3	10.6	1.1	-11.8
38	-0.3	0.7	-9.6	1.2	Cc1nn(C)cc1/C=N\NC(=O)Cc1ccc([N+](=O)[O-])cc1	1.1	-1.6	6.2	-0.8	0.2	5.4
39	1.6	-2.9	0.6	4.1	COc1ccc(S(=O)(=O)Nc2nc(C(F)(F)F)cs2)cc1	8.9	3.3	-1.1	2.3	-0.2	1.8
40	-3.1	-6.7	7.2	1.6	C=CCN1C(=O)/C(=C\c2ccco2)C(C(=O)OC)=C1C	2.4	-4.2	-1.0	7.1	1.0	1.2
41	-8.0	-6.0	-3.7	-3.6	Cn1c(CN2CCCCC2)nc2cc(NC(=O)c3ccc(F)cc3)ccc21	15.4*	-0.1	-0.9	-4.2	0.1	-9.4
42	1.0	-9.4	-9.1	0.1	Cn1c(SCCOc2ccccc2F)nc2ccccc2c1=O	-1.6	-1.3	-6.1	1.9	0.7	3.2
43	-3.4	-6.1	7.9	-1.3	COc1ccc(-n2c(=O)c3c4c(sc3n3c(=S)[nH]nc23)CCC4)cc1	5.2	-6.7	-0.9	-6.4	0.0	-6.2
44	-1.6	-3.4	-5.7	-3.2	CNS(=O)(=O)c1cc(NC(=O)CCCNC(=O)c2ccc(Cl)cc2)ccc1C	-2.2	0.4	-0.9	-0.9	-0.5	9.2
45	-3.0	-9.6	-1.4	-1.0	COc1ccc(Cc2cc(-c3ccc(F)cc3)n[nH]c2=O)cc1	-1.3	1.2	-7.8	-7.5	-0.4	3.0
46	1.3	-5.1	-6.6	-1.4	CCN(CC)S(=O)(=O)c1cccc(-c2n[nH]c(=S)n2/N=C/c2ccc(OC(F)F)cc2)c1	-3.7	8.0	3.3	-2.5	-0.8	5.1
47	0.4	-6.0	7.7	5.6	Cc1nnsc1C(=O)Nc1ccc(S(=O)(=O)N2CCC(C)CC2)cc1	-5.1	-3.3	-0.9	5.8	-0.6	1.8
